AmpC detergent = blocks E. coli AmpC beta-lactamase in detergent assay; AmpC hydrolysis of nitrocefin, absorbance 480 nm, 0.01% Triton; Potency, µM (titrated, usually from 114 µM), inactives show at the top dose activity change, negative = inhibition, most hits filed as inhibitors; actives 0.041% (n = 370,000);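 further: potency means the concentration at half of the fitted maximal effect; 0% = no-compound wells and -100% = no-enzyme wells; nearly all actives have a fitted effect of over 25% in size; some results filed as inactive show a strong effect at the top dose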
Target sequence (P00811 whole entry, looked up): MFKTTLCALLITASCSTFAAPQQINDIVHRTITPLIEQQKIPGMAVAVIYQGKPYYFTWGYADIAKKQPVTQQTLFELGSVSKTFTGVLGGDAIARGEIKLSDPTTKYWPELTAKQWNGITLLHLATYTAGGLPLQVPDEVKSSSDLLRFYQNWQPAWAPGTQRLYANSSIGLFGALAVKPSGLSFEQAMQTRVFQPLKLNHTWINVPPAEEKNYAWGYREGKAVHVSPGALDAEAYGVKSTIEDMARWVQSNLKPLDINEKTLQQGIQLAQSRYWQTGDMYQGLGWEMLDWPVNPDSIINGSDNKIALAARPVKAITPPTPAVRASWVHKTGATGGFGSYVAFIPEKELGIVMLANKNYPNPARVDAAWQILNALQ
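20 mM phosphate pH 7.0 + 0.01% (detergent screen) or 0.0001% Triton X-100; 5.3 nM AmpC reagent; cpd preinc 15 min RT; nitrocefin (800 uM stock) to start; A480 q20 s × 4 min; Activity was normalised to no-enzyme and no-compound control wells.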
HCMV inh = blocks human cytomegalovirus replication; HFF cells, HCMV-luciferase reporter, 72 h; stronger effect = lower value; activity change, negative = inhibition, % at 57.5 µM; actives 4.5% (n = 410,000); in the data active means activity change below about -60%; inconclusive means no clear call, values can overlap the other calls; inactive means above about -39%
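After 16 h attachment at 37C, HFF cells received test compound and HCMV-luciferase (1 PFU/cell); reporter luminescence read 72 h later, data normalized against buffer-only and known inhibitor Salinomycin.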
HCV inhibitor = blocks hepatitis C virus; Huh7.5.1 HCVcc-Cre infection, luciferase reporter, 44 h; actives 3.4% (n = 340,000); Potency, µM (top dose mostly 41.8 µM), for the others: at the top dose activity change, negative = inhibition, actives largely listed as inhibitors; further: potency means the concentration at half of the fitted maximal effect
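Reporter virus HCVcc-Cre (~0.5 moi) infects cells exposed to compound; seeding density 1,000 cells/well with 4 h settling beforehand. Luminescence, 15 sec read, taken 44 h post-infection following a 15 min RT substrate incubation.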
Sm TGR block = inhibitors of Schistosoma mansoni thioredoxin glutathione reductase; purified TGR, DTNB reduction, TNB absorbance 405 nm; Q962Y6; actives 3% (n = 360,000); Potency, µM (doses to about 114 µM), without a hit: at the top dose activity change, negative = inhibition, usual class: inhibitors; further: potency means the concentration at half of the fitted maximal effect; nearly all actives have a fitted effect of over 60% in size
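Kinetic colorimetric format: TGR-catalysed, NADPH-driven DTNB reduction monitored via TNB absorbance. Enzyme dispensed at 20 nM; compound exposure 15 min at room temperature before reaction start.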
AMA1 RON2 block = inhibitors of Plasmodium falciparum AMA1-RON2 interaction; Potency, µM (doses to about 58.2 µM), without a hit: at the highest dose activity change, negative = inhibition, actives largely listed as inhibitors; actives 0.2% (n = 360,000); AlphaScreen AMA1-biotinylated RON2 peptide binding;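 further: potency means the concentration at half of the fitted maximal effect; 0% = vehicle wells and -100% = peptide control; nearly all actives have a fitted effect of over 45% in size; some results filed as inactive show a strong effect at the top dose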
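AMA1 (3D7) with his tag at 25 nM final met compounds first, then biotinylated RON2 peptide at 25 nM; detection used donor plus acceptor beads, 10 µg/mL apiece, read by AlphaScreen after 30 min at room temperature.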
FBPA Giardia inh = blocks Giardia fructose-bisphosphate aldolase activity. A8B2U2. purified Giardia FBPA. actives 0.71% (n = 290,000). AID 2451. Potency, µM (series often up to 59.6 µM), inactives show top-dose activity, negative = inhibition, most hits filed as inhibitors; further: potency means the concentration at half of the fitted maximal effect; nearly all actives have a fitted effect of over 55% in size
Target sequence (A8B2U2 whole entry, looked up): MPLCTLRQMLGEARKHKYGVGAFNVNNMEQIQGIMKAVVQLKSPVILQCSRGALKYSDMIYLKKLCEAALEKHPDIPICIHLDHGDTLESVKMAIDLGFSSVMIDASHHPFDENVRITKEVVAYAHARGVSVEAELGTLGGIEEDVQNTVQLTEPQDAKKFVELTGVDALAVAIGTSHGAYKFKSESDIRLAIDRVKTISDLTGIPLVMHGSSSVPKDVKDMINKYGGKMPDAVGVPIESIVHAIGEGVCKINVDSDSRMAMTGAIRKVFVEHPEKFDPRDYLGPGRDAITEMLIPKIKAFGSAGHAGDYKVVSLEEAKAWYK
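40 nM FBPA preincubated 10 min at RT with compound (up to 57.5 uM final), then substrate plus GAPDH/TPI/NAD/arsenate coupling and diaphorase/resazurin added. Fluorescence read after 20 min at RT, 525/598 nm.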
Active calls of the source: *; & = joins results of further samples; [ ] = dose if it differs, or a comment. Unless noted, the call rests on the fitted dose curve; in most records, active means well fitted curve in the direction sought with a large enough effect; inconclusive means small, poorly fitted or top-dose-only effect, or another doubt; inactive means no such curve, though single readings can be large; an effect the other way counts as inactive or inconclusive. Unless noted, on the % scale 0 is the no-effect control and ±100 the full control effect.

How did CCOc1ccccc1NC(=O)CCNS(=O)(=O)c1ccc2[nH]c(=O)oc2c1 do in these assays?
AmpC detergent: -7%; HCMV inh: inconclusive; HCV inhibitor: -11%; Sm TGR block: 6%; AMA1 RON2 block: 9%

What do the screens show for `COCCCNC(=S)N1CCCN(c2nc3cc(C)ccc3cc2C#N)CC1`?
AmpC detergent: -14%; HCMV inh: inconclusive; HCV inhibitor: inconclusive; AMA1 RON2 block: 12%; FBPA Giardia inh: -14%

How did COc1ccc(C)cc1NC(=O)CNC(=O)Cn1ccc2ccccc2c1=O do in these assays?
AmpC detergent: 6%; HCMV inh: 4; HCV inhibitor: -29%; Sm TGR block: -10%; AMA1 RON2 block: -9%; FBPA Giardia inh: 3%

Results for COc1ccc(-c2cc(C(F)(F)F)n3nc(C(=O)O)nc3n2)cc1 ?
AmpC detergent: 2%; HCMV inh: -21; HCV inhibitor: 7%; Sm TGR block: 0%; AMA1 RON2 block: -7%; FBPA Giardia inh: 1%

How did Cc1ccc2c(c1)N(C(=O)CCC(=O)N1CCC3(CC1)OCCO3)CCO2 do in these assays?
AmpC detergent: 1%; HCMV inh: 4; HCV inhibitor: 10%; Sm TGR block: -13%; AMA1 RON2 block: 10%

Results for CCC1SC(=NC(=O)c2ccc(Cl)c(Cl)c2)NC1=O (stereo unspecified) ?
AmpC detergent: -5%; HCMV inh: 24; HCV inhibitor: -4%; Sm TGR block: 3%; AMA1 RON2 block: 4%; FBPA Giardia inh: 0%

What do the screens show for `Cc1ccc(C(=O)c2oc3ccccc3c2NC(=O)c2cc(-c3cc(C)ccc3O)n[nH]2)cc1`?
AmpC detergent: -4%; HCMV inh: -63*; HCV inhibitor: -30%; Sm TGR block: -7%; AMA1 RON2 block: 132%[activator]; FBPA Giardia inh: 2%

How did CNC(=O)COc1ncnc2scc(-c3ccc(F)cc3)c12 do in these assays?
AmpC detergent: 6%; HCMV inh: 92; HCV inhibitor: -11%; Sm TGR block: 4%; AMA1 RON2 block: 0%; FBPA Giardia inh: 4%

Results for CCCn1c(=O)c(C(=O)NNC(=O)c2ccccc2[N+](=O)[O-])c(O)c2ccccc21 ?
AmpC detergent: 0%; HCMV inh: -5; Sm TGR block: 43%[activator]

How did CC(C)(C)n1nc2c(c1NC(=O)C1CC(=O)N(c3ccc(Cl)cc3)C1)CS(=O)(=O)C2 (stereo unspecified) do in these assays?
AmpC detergent: 4%; HCMV inh: -15; HCV inhibitor: 8%; Sm TGR block: -15%; AMA1 RON2 block: -2%; FBPA Giardia inh: 4%

Results for O=C(/C=C/c1ccc([N+](=O)[O-])cc1)c1ccccc(=O)c1O ?
HCMV inh: -95*; HCV inhibitor: 7.9µM*; AMA1 RON2 block: 44%[activator]

What do the screens show for `Oc1c(CN2CCc3ccccc3C2)cc(Cl)c2cccnc12`?
AmpC detergent: inconclusive; HCV inhibitor: inconclusive; Sm TGR block: -13%; AMA1 RON2 block: -68%; FBPA Giardia inh: inconclusive

What do the screens show for `O=[N+]([O-])c1cccc(-c2csc(Nc3ccccc3)n2)c1`?
AmpC detergent: 5%; HCMV inh: 23; HCV inhibitor: 1.6µM*; Sm TGR block: 2%; AMA1 RON2 block: inconclusive; FBPA Giardia inh: -6%

What do the screens show for `CSc1nn(Cc2ccc(C)cc2)c(N)c1S(=O)(=O)c1ccccc1`?
AmpC detergent: 20%; HCMV inh: -27; Sm TGR block: 2%

What do the screens show for `COc1ccc(CN2CCCC(C(=O)N3CCCCC3)C2)c(OC)c1` (stereo unspecified)?
AmpC detergent: -3%; HCV inhibitor: -14%; Sm TGR block: 2%; AMA1 RON2 block: -10%; FBPA Giardia inh: inconclusive

What do the screens show for `COc1ccc2[nH]c(=S)cc(C)c2c1`?
AmpC detergent: -6%; HCMV inh: -18; HCV inhibitor: 13%; Sm TGR block: -15%; AMA1 RON2 block: 89%[activator]; FBPA Giardia inh: -14%

Results for O=C(O)c1ccccc1C(=O)Nc1ccc(S(=O)(=O)Nc2nccs2)cc1 ?
AmpC detergent: -4%; HCMV inh: 49; HCV inhibitor: 11%; Sm TGR block: -1%; AMA1 RON2 block: -3%; FBPA Giardia inh: 9%

How did CCOC(=O)C1=C(C)N(C)C(C)=C(C(=O)OCC)C1c1ccccn1 do in these assays?
AmpC detergent: 2%; HCMV inh: 19; HCV inhibitor: inconclusive; Sm TGR block: -4%; AMA1 RON2 block: -3%; FBPA Giardia inh: -4%

What do the screens show for `Cc1cc(=O)[nH]c(SCC(=O)Nc2ccc(Cl)cn2)n1`?
AmpC detergent: -1%; HCMV inh: -22; HCV inhibitor: 10%; Sm TGR block: -10%; AMA1 RON2 block: 3%; FBPA Giardia inh: -21%

How did CC/C(=N/NC(=O)c1ccccc1O)c1c(C)[nH]n(-c2ccccc2)c1=O do in these assays?
HCMV inh: 4; HCV inhibitor: inconclusive; AMA1 RON2 block: 83%[activator]

The final 5 entries of the part before come first, to join the parts.
What do the screens show for `COc1ccc2[nH]c(=S)cc(C)c2c1`?
AmpC detergent: -6%; HCMV inh: -18; HCV inhibitor: 13%; Sm TGR block: -15%; AMA1 RON2 block: 89%[activator]; FBPA Giardia inh: -14%

Results for O=C(O)c1ccccc1C(=O)Nc1ccc(S(=O)(=O)Nc2nccs2)cc1 ?
AmpC detergent: -4%; HCMV inh: 49; HCV inhibitor: 11%; Sm TGR block: -1%; AMA1 RON2 block: -3%; FBPA Giardia inh: 9%

How did CCOC(=O)C1=C(C)N(C)C(C)=C(C(=O)OCC)C1c1ccccn1 do in these assays?
AmpC detergent: 2%; HCMV inh: 19; HCV inhibitor: inconclusive; Sm TGR block: -4%; AMA1 RON2 block: -3%; FBPA Giardia inh: -4%

What do the screens show for `Cc1cc(=O)[nH]c(SCC(=O)Nc2ccc(Cl)cn2)n1`?
AmpC detergent: -1%; HCMV inh: -22; HCV inhibitor: 10%; Sm TGR block: -10%; AMA1 RON2 block: 3%; FBPA Giardia inh: -21%

How did CC/C(=N/NC(=O)c1ccccc1O)c1c(C)[nH]n(-c2ccccc2)c1=O do in these assays?
HCMV inh: 4; HCV inhibitor: inconclusive; AMA1 RON2 block: 83%[activator]

What do the screens show for `Cc1ccc(Cn2c(C)c3cnn(CC(=O)N4CCC5(CC4)OCCO5)c(=O)c3c2C)cc1`?
AmpC detergent: -13%; HCMV inh: inconclusive; HCV inhibitor: inconclusive; Sm TGR block: -3%; AMA1 RON2 block: 13%; FBPA Giardia inh: 0%

How did CCN(CC(=O)Nc1ccc(NC(C)=O)cc1)C(=O)c1sc2nc3n(c(=O)c2c1C)CCC3 do in these assays?
AmpC detergent: 0%; HCMV inh: 2; HCV inhibitor: 20%; Sm TGR block: -6%; AMA1 RON2 block: 2%

How did CCCCc1nnc(NC(=O)CCS(=O)(=O)c2ccc(C)cc2)s1 do in these assays?
AmpC detergent: 1%; HCMV inh: -19; HCV inhibitor: -18%; Sm TGR block: 1%; AMA1 RON2 block: -11%

Results for CCOC(=O)c1ccc(NC(=O)c2sc3nc4n(c(=O)c3c2C)CCC4)cc1 ?
AmpC detergent: -5%&2%; HCMV inh: -8&1; HCV inhibitor: inconclusive; Sm TGR block: -11%&-1%; AMA1 RON2 block: 16%; FBPA Giardia inh: 5%

What do the screens show for `CC(NC(=O)c1ccco1)C(=O)N1CCc2ccccc2C1` (stereo unspecified)?
AmpC detergent: -14%; HCMV inh: 16; HCV inhibitor: 3%; Sm TGR block: -15%; AMA1 RON2 block: 0%; FBPA Giardia inh: 7%

Results for CC(C)CCNC(=O)[C@H](Cc1ccccc1)N1Cc2ccccc2C1=O ?
AmpC detergent: 0%; HCMV inh: -38; HCV inhibitor: -1%; Sm TGR block: -19%; AMA1 RON2 block: 4%; FBPA Giardia inh: 7%

What do the screens show for `COc1ccc(CCNC(=O)c2coc3ccccc3c2=O)cc1`?
AmpC detergent: 3%; HCMV inh: inconclusive; HCV inhibitor: inconclusive; Sm TGR block: -19%; AMA1 RON2 block: 7%; FBPA Giardia inh: 0%

Results for Cc1ccc(Cn2cc(S(=O)(=O)c3ccc(Cl)cc3)c(=O)c3cc4c(cc32)OCO4)cc1 ?
AmpC detergent: -11%; HCMV inh: 35; Sm TGR block: -9%

How did COc1ccc(/C=N/N2CCN(c3ccc(Cl)cc3)CC2)cc1O do in these assays?
AmpC detergent: 3%; HCMV inh: -38; HCV inhibitor: 17%; Sm TGR block: 1%; AMA1 RON2 block: -23%; FBPA Giardia inh: -4%

What do the screens show for `CCN1C(=O)CSC1=Nc1cccc(C(=O)O)c1`?
AmpC detergent: inconclusive; HCMV inh: 58; HCV inhibitor: 11%; Sm TGR block: -1%; AMA1 RON2 block: 2%; FBPA Giardia inh: -3%

What do the screens show for `Clc1ccc(SCc2cc(N3CCOCC3)nc(-c3ccccn3)n2)cc1`?
AmpC detergent: -13%; HCMV inh: -92*; HCV inhibitor: 8.9µM*; Sm TGR block: 9%; AMA1 RON2 block: 65%[activator]; FBPA Giardia inh: 10%

How did NC(=O)C1CCN(c2ccnc3cc(Cl)ccc23)CC1 do in these assays?
AmpC detergent: -5%; HCMV inh: 19; HCV inhibitor: 10%; Sm TGR block: -6%; AMA1 RON2 block: -3%; FBPA Giardia inh: -3%

What do the screens show for `COc1cccc(CNC(=O)CCc2nnc(C3CCCCC3)o2)c1`?
AmpC detergent: -5%; HCMV inh: -22; HCV inhibitor: 0%; Sm TGR block: -3%; AMA1 RON2 block: 8%; FBPA Giardia inh: 4%

What do the screens show for `O=C(CCN1CCCCC1)Nc1ccc(Cl)cc1C(=O)c1ccccc1`?
AmpC detergent: -4%; HCMV inh: -7; HCV inhibitor: inconclusive; Sm TGR block: 0%; AMA1 RON2 block: -7%; FBPA Giardia inh: -2%

How did CC(=O)C1=C(O)C(CSCc2ccccc2)N(C)C1=O (stereo unspecified) do in these assays?
HCMV inh: 29; HCV inhibitor: 17%; AMA1 RON2 block: -24%

Results for NC(=O)c1nnsc1-c1ccco1 ?
HCMV inh: -2; HCV inhibitor: -4%; AMA1 RON2 block: -2%

Results for COc1ccc(N2C3=C(C(=O)CC(C)(C)C3)C(c3ccccc3OC)C3=C2CC(C)(C)CC3=O)cc1 ?
AmpC detergent: 0%; HCMV inh: -65*; HCV inhibitor: -18%; Sm TGR block: -21%; AMA1 RON2 block: -2%; FBPA Giardia inh: -17%

How did O=C(Cn1nnc(-c2ccccc2NC(=O)c2cccs2)n1)Nc1ccccc1 do in these assays?
AmpC detergent: -13%; HCMV inh: -32; HCV inhibitor: inconclusive; Sm TGR block: -4%; AMA1 RON2 block: 0%; FBPA Giardia inh: 0%

What do the screens show for `COC(=O)c1ccc(NC(=O)CC2C(=O)N(c3cccc(OC)c3)C(=O)N2Cc2cccc(OC)c2)cc1` (stereo unspecified)?
AmpC detergent: 21%; HCMV inh: inconclusive; Sm TGR block: 0%

What do the screens show for `O=C1Nc2c(c(=O)[nH]c(=O)n2-c2ccc(Cl)cc2)C1(NS(=O)(=O)c1ccccc1)C(F)(F)F` (stereo unspecified)?
AmpC detergent: 25%; HCMV inh: 1; Sm TGR block: -2%

From PubChem BioAssay
